Compound activity (PubChem BioAssay)
APJ agonist = agonists of human apelin receptor APJ, primary screen, CHO-K1 cells, PathHunter beta-arrestin, luminescence | P35414 | 0% DMSO wells, 100% apelin | activation, % at 20 µM | actives 0.11% (n = 330,000);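 active means activation more than six SD over the plate average, tested at 20 µM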;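 further: 0% = DMSO alone and 100% = apelin-13 at 10 nM; some results filed as inactive read as strong as hits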
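Assay system: CHO-K1 APJ beta-arrestin complementation cell line / Compound: single test compound dose, 20 µM final, 1% DMSO / Times: overnight seeding, 90 min compound at 25 °C, 1 h detection / Technique: beta-gal luminescence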
tim23-1 inh = growth inhibitors of tim23-1 mutant yeast, primary screen, luminescence, uHTS | S. cerevisiae tim23-1 growth, BacTiter-Glo luminescence, 24 h | inhibition, % at 20 µM | actives 1.3% (n = 330,000) | AID 463212, 2010;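 active means growth inhibition of the mutant yeast at or above 50%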;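 further: temperature-sensitive mutant grown at 25 °C; plate controls were DMSO-treated mutant yeast for no effect and medium wells lacking yeast for full effect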
CHOP UPR activ = activators of apoptotic CHOP UPR arm, primary screen, cell-based, CHO-CHOP luciferase reporter, luminescence, uHTS | UPR activation; percent of tunicamycin response over DMSO baseline | activation, % at 10 µM | actives 0.34% (n = 330,000) | AID 449763, 2010;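 active means at 10 µM dose, activation of 40% or more, normalized to positive control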;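 further: 100% = tunicamycin at 10 µg/mL and 0% = DMSO alone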
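Assay system: CHO cells with stable CHOP pathway luciferase reporter; Buffer or medium: F12 plus 10% serum; Times: 16-18 h cell attachment, then 6 h compound exposure, 37 °C; Signal: luciferase luminescence; Read-out basis: percent activation relative to tunicamycin control; Control set: tunicamycin high control, DMSO low control.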
APJ antag = antagonists of human apelin receptor APJ, primary screen, CHO-K1 cells, beta-arrestin complementation, luminescence | inhibition, % at 20 µM | actives 0.32% (n = 330,000);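 active means inhibition above about 40% at 20 µM, limit read from the data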;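 further: cells challenged with 10 nM apelin-13 agonist together with compound; plate controls were apelin-13 plus DMSO wells for no effect and DMSO wells lacking apelin-13 for full effect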
Mdm2-MdmX inh = inhibitors of human Mdm2-MdmX association, primary screen, cell-based, luminescence, split luciferase, SaOS-2, uHTS | AID 485346, 2010 | SaOS-2 split-luciferase Mdm2/MdmX complementation | Protein Mdm4 (Homo sapiens) + E3 ubiquitin-protein ligase Mdm2 (Homo sapiens), … | actives 3% (n = 330,000) | inhibition, % at 8 µM;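 active means inhibition of at least 50% at 8 µM in the primary screen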
Target sequence (O15151 whole entry, looked up): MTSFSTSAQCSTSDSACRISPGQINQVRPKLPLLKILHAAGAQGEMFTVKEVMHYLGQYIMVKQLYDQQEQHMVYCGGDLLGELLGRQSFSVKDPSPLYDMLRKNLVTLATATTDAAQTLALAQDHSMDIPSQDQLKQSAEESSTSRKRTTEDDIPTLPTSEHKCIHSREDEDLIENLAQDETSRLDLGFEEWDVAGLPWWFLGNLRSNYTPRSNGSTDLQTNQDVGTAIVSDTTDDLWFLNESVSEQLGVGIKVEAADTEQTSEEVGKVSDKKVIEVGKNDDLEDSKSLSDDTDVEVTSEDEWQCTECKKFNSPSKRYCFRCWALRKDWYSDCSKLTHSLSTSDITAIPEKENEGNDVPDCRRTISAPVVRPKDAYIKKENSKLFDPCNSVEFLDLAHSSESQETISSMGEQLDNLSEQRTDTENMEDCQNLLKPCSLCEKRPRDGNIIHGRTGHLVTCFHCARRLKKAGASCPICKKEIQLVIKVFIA
Target sequence (Q00987 whole entry, looked up): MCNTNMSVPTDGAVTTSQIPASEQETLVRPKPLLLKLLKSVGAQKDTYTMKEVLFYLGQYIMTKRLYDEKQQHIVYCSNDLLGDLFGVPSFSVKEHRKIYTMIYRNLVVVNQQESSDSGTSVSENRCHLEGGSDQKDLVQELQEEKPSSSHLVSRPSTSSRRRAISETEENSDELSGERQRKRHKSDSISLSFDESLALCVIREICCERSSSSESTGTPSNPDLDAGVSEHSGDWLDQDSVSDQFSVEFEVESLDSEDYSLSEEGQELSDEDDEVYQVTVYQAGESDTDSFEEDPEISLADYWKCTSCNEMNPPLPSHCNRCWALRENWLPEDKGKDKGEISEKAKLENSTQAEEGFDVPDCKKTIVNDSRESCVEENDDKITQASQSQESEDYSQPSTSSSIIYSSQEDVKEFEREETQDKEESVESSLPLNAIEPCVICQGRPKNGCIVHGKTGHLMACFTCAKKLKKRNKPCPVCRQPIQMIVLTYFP
697 NFkB inh = inhibitors of PMA/ionomycin-induced NF-kB reporter, 697 cells, primary screen, B-cell NF-kB inhibitor project, cell-based, luminescence, uHTS | 697 B-cell NF-kB luciferase reporter, 16 h | inhibition, % at 4 µM | actives 0.33% (n = 330,000) | AID 435022, 2010; in the data active means inhibition above about 35%
Jurkat NFkB inh = inhibitors of induced NF-kB luciferase reporter, primary screen, TCR NF-kB activation inhibitor project, cell-based, luminescence, uHTS; Jurkat, PMA/ionomycin-induced NF-kB luciferase reporter; inhibition, % at 4 µM; actives 0.53% (n = 330,000); in the data active means inhibition above about 50%
XBP1 UPR activ = activators of adaptive XBP1 UPR arm, primary screen, cell-based, CHO-XBP1 luciferase reporter, luminescence, uHTS | activation, % at 20 µM | IRE1-XBP1 UPR activation; percent of tunicamycin response, DMSO as zero | actives 0.33% (n = 330,000);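 active means versus positive control, 20 µM dose yields 30% or more activation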;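 further: 100% = tunicamycin at 10 µg/mL and 0% = DMSO only wells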
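Material: IRE1-XBP1 luciferase reporter CHO line / Quantity: one thousand reporter cells per well / Buffer or medium: F12 with 10% serum / Compound: 20 µM single concentration, DMSO 1% / Times: 6 h treatment, 37 °C / Detection: Steady-Glo luciferase glow luminescence, 10 min after reagent addition / Benchmarks: tunicamycin high, DMSO low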
The depositor's hits bear a star; . = not tested or not shown.

Values run as follows: APJ agonist | tim23-1 inh | CHOP UPR activ | APJ antag | Mdm2-MdmX inh | 697 NFkB inh | Jurkat NFkB inh | XBP1 UPR activ
- COc1ccc(-c2nn(-c3ccccc3)cc2/C=N/NC(=O)c2cccc(S(=O)(=O)Nc3ccccc3Cl)c2)cc1
→ 1 | 22 | 3.8 | 12 | 4 | -53 | -24 | 1
- CCC1Oc2ccccc2N(CC(=O)NC2CCCC2)C1=O (centres undefined)
→ -5 | 13 | -0.5 | -4 | 21 | 8 | 0 | -2
- O=C(CNC(=O)c1ccncc1)N/N=C/c1ccccn1
→ -1 | 0 | -0.6 | 2 | -13 | 4 | -8 | -2
- O=C(Nc1ccc2c(c1)CCC2)c1cnn2c1NC(c1ccco1)CC2C(F)(F)F (centres undefined)
→ 1 | -1 | 2.4 | 8 | 88* | -79 | -80 | -1
- CCOC(=O)C1CCCN(C(=O)c2ccc(CS(=O)(=O)c3ccc(Br)cc3)o2)C1 (centres undefined)
→ -3 | 10 | 1.4 | 4 | 17 | 6 | -1 | -3
- Cc1ccc(CNC(=O)Cn2nnc(C(=O)Nc3cc(C)ccc3C)c2N)cc1
→ 11 | -6 | 0.0 | 0 | 14 | 9 | 4 | -1
- Cc1ccc(S(=O)(=O)N2CCC(C(=O)N[C@@H](C)C(=O)NC3CCCCC3)CC2)cc1
→ -1 | 0 | -0.8 | 9 | -4 | 15 | -4 | -1
- CC(=O)Nc1cccc(NC(=O)CSc2ncc(-c3ccccc3)[nH]2)c1
→ -3 | -16 | 0.9 | 9 | -1 | 0 | 13 | 1
- CC1CCN(Cc2c(C(=O)N/N=C/c3ccc(C(F)(F)F)cc3)nnn2-c2nonc2N)CC1
→ -1 | 18 | 3.6 | -2 | 7 | 2 | -4 | 30*
- CC1(C)Cc2c(c(N3CCCC3)[nH]c(=S)c2C#N)CO1
→ -6 | 2 | -0.6 | -11 | -1 | 2 | -4 | -3
- CC(=O)N(C)c1ccc(C(O)(C(F)(F)F)C(F)(F)F)cc1
→ -3 | 2 | -1.2 | 1 | 11 | 7 | 7 | -2
- CCOC(=O)C1=NN(C(C)=O)C2C(=O)N(CC)C(=O)C12 (centres undefined)
→ -2 | 6 | -0.8 | 12 | -5 | 4 | -6 | 1
- COc1cccc(C(=O)c2c(-c3ccccc3)ncc3cc(OC)c(OC)cc23)c1
→ . | 54* | 1.6 | . | 22 | 11 | . | 8
- CCCC(=O)Nc1ccc2c(c1)nc1n2CCSC1
→ -6 | 11 | 1.2 | 7 | -1 | -11 | -15 | 0
- O=C(NCCN1CCCCC1)Nc1ccc(F)cc1F
→ -1 | 0 | 0.7 | 1 | 11 | 5 | 1 | -2
- COc1cccc(C(=O)C2=NN(C(C)=O)CC2c2ccco2)c1 (centres undefined)
→ -2 | 18 | -0.7 | 4 | -12 | 10 | 0 | -1
- O=C(NCc1ccccc1F)c1ccc(S(=O)(=O)NCc2ccco2)cc1
→ 6 | 12 | 1.1 | 21 | 16 | 8 | 12 | -1
- CCOc1ccc2oc(C(=O)N3CCN(Cc4ccccc4)CC3)c(C)c2c1
→ 0 | 19 | 2.2 | 8 | 11 | -5 | 5 | -4
- CC(=O)Nc1ccc2c(c1)ncn2C1CCCCC1
→ 1 | 2 | 2.8 | 6 | -21 | -4 | -4 | 0
- CCOC(=O)CSc1nc2cccnc2n1-c1ccc(F)cc1
→ -2 | -4 | -2.4 | 4 | 19 | -21 | -11 | -1

4 of the compounds above, as labelled records.
CCOC(=O)C1=NN(C(C)=O)C2C(=O)N(CC)C(=O)C12 (centres undefined)
  APJ agonist: -2 | tim23-1 inh: 6 | CHOP UPR activ: -0.8 | APJ antag: 12 | Mdm2-MdmX inh: -5 | 697 NFkB inh: 4 | Jurkat NFkB inh: -6 | XBP1 UPR activ: 1

COc1cccc(C(=O)c2c(-c3ccccc3)ncc3cc(OC)c(OC)cc23)c1
  APJ agonist: . | tim23-1 inh: 54* | CHOP UPR activ: 1.6 | APJ antag: . | Mdm2-MdmX inh: 22 | 697 NFkB inh: 11 | Jurkat NFkB inh: . | XBP1 UPR activ: 8

CCCC(=O)Nc1ccc2c(c1)nc1n2CCSC1
  APJ agonist: -6 | tim23-1 inh: 11 | CHOP UPR activ: 1.2 | APJ antag: 7 | Mdm2-MdmX inh: -1 | 697 NFkB inh: -11 | Jurkat NFkB inh: -15 | XBP1 UPR activ: 0

O=C(NCCN1CCCCC1)Nc1ccc(F)cc1F
  APJ agonist: -1 | tim23-1 inh: 0 | CHOP UPR activ: 0.7 | APJ antag: 1 | Mdm2-MdmX inh: 11 | 697 NFkB inh: 5 | Jurkat NFkB inh: 1 | XBP1 UPR activ: -2

New compounds follow:
Values run as follows: APJ agonist | tim23-1 inh | CHOP UPR activ | APJ antag | Mdm2-MdmX inh | 697 NFkB inh | Jurkat NFkB inh | XBP1 UPR activ
- O=C(Cn1cnc2c(nnn2-c2ccccc2)c1=O)NCCc1ccccc1
→ -1 | 15 | 2.4 | 17 | -8 | 4 | 15 | -2
- COc1cc(NC(=S)N2CCCC(C)C2)cc(OC)c1OC (centres undefined)
→ 2 | 7 | 0.0 | 10 | -5 | 10 | 2 | 3
- CC(=O)Nc1cccc(NC(=O)c2ccc3c(c2)CCN3S(=O)(=O)c2ccccc2)c1
→ 0 | 10 | -1.9 | -11 | 7 | -3 | -3 | -5
- C=CCOc1ccccc1CN1CCSCC1
→ -1 | 5 | -3.6 | 8 | -21 | -5 | -16 | -1
- Cc1ccc(C2=NN=C(NC(=O)CSc3nnc4c5ccccc5n(C)c4n3)SC2)cc1
→ 1 | 34 | 0.5 | -12 | 22 | 0 | -20 | -1
- COc1ccc(CC(C#N)(CO)c2nc3ccccc3[nH]2)cc1 (centres undefined)
→ -1 | 13 | 0.2 | -3 | -13 | -3 | 2 | -2
- C=CCN1C(=O)NC2(CCCCC2)C1=O
→ 0 | 12 | -1.6 | 13 | 1 | -14 | -6 | 0
- COc1ccc(-c2cc3ccccc3n2CC(O)CNCCO)cc1 (centres undefined)
→ -2 | 13 | -1.9 | -5 | 21 | -3 | 10 | -4
- Cc1cc(C)n(CCO)c(=O)n1
→ -5 | -12 | 0.2 | 6 | 11 | 22 | 5 | 0
- NC(=S)N/N=C1\CC(n2nnn(-c3cccc(Cl)c3)c2=S)C2COC1O2 (centres undefined)
→ -2 | 22 | -1.7 | 1 | 24 | -15 | 10 | -1
- CC1=NN(C(=O)c2ccc(Cn3nc(C)c([N+](=O)[O-])c3C)o2)C(O)(C(F)(F)F)C1 (centres undefined)
→ -3 | 15 | 0.0 | -22 | -2 | 13 | -10 | -1
- O=C(CN1C(=O)c2ccccc2S1(=O)=O)NC1CC2CCC1C2 (centres undefined)
→ -1 | 9 | -0.7 | -3 | 8 | 6 | 1 | -1
- C=CCc1cc(Cl)ccc1OCCn1ccnc1
→ -5 | 21 | -3.3 | 10 | 5 | 1 | 7 | 1
- CCN(CC)C(=O)Oc1ccc(Br)cc1C(=O)Nc1ccc(F)c(Cl)c1
→ -3 | 28 | -0.4 | -5 | 39 | -3 | -1 | -5
- COc1ccc(S(N)(=O)=O)cc1C(=O)NCCCN1CCN(c2cccc(Cl)c2)CC1
→ -3 | 4 | -0.6 | -13 | 12 | -5 | -9 | 1
- C=CCOc1ccc(CN(C)Cc2nc3cc(C(F)(F)F)ccc3c(=O)[nH]2)cc1
→ -1 | 12 | 1.6 | -6 | -15 | -11 | -7 | 2
- Nc1ccccc1Oc1c(F)c(F)c(Oc2ccccc2N)c(F)c1F
→ -3 | 3 | -1.5 | -14 | 9 | -8 | 8 | -3
- CN(C)CCCNC(=O)C[C@H]1C[C@H](C(=O)N2CCOCC2)[C@@]2(C)c3[nH]c4ccc(Cl)cc4c3CCN2C1=O
→ . | 30 | 1.2 | . | 8 | 10 | . | 3
- CC1CC(C)(C)NCc2ccccc21 (centres undefined)
→ -2 | -6 | -0.5 | -13 | 6 | -9 | -2 | -2
- COc1cccc(N2CCN(CC(=O)Nc3nnc(-c4ccccc4)s3)CC2)c1
→ 1 | 29 | -1.6 | 1 | 25 | -19 | 10 | -3

Values run as follows: APJ agonist | tim23-1 inh | CHOP UPR activ | APJ antag | Mdm2-MdmX inh | 697 NFkB inh | Jurkat NFkB inh | XBP1 UPR activ
- O=C(COC(=O)c1cc2ccccc2cc1O)NC1CCCCC1
→ -2 | 4 | -0.9 | -1 | 1 | 9 | 2 | -2
- Clc1ccc(Cl)c2sc(N3CCCC3)nc12
→ 0 | 46 | 4.8 | 6 | -13 | -38 | -8 | 2
- CCOC(=O)C1=C(N)N(c2ccc(N3CCCCC3)cc2)C(=O)C1
→ -2 | 8 | -1.6 | -10 | 1 | 15 | 0 | 0
- CCOC(=O)CNC(=O)CSc1nc2sc(C)c(C)c2c(=O)n1C
→ 0 | 11 | -0.3 | 12 | -18 | 8 | 8 | -2
- CCCCc1cc(=O)oc2cc(C)cc(OC(C)C(=O)NCC3CCC(C(=O)O)CC3)c12 (centres undefined)
→ -2 | -11 | 0.6 | -24 | 27 | 29 | -7 | -3
- Cn1c(=O)[nH]c(=O)c2c1nc(N1CCNCC1)n2Cc1cccc2ccccc12
→ -12 | 9 | -1.0 | 41* | 17 | 9 | -16 | 1
- COc1ccc(C2C(C#N)=C(N)N(c3cccnc3)C3=C2C(=O)CCC3)cc1Cn1cc([N+](=O)[O-])cn1 (centres undefined)
→ 10 | 25 | 1.1 | -5 | 22 | 5 | 4 | 1
- Nc1cc(S(=O)(=O)N2CCCCC2)ccc1N1CCCCC1
→ -3 | 34 | -2.8 | -20 | -1 | 5 | 4 | 0
- Cc1nn(CC(=O)Nc2ccccc2)c(=O)c2ccccc12
→ -3 | 4 | 0.1 | -1 | 8 | 10 | 7 | 1
- COc1ccc(NC(C)=O)cc1NC(=O)c1cccc(S(=O)(=O)N2CCN(Cc3ccccc3)CC2)c1
→ 8 | 13 | 0.5 | 24 | 24 | 12 | 9 | 0
- CCOc1cc(N2CCOCC2)c(OCC)cc1NC1=NCCCCC1
→ 0 | 4 | -1.2 | 2 | 19 | -2 | 3 | 0
- O=C(NCC1CCN(Cc2ccc(F)cc2)CC1)C1CCCN(c2ncnc3c2nc2n3CCCCC2)C1 (centres undefined)
→ 1 | -13 | -0.3 | 17 | 20 | -14 | 20 | -2
- O=C(O)C1=C[C@H](c2ccccc2)C[C@H](OCCCCO)O1
→ -3 | 21 | -0.7 | -41 | -12 | 9 | 6 | -1
- CCCc1cc(NC(=O)COC(=O)c2ccc(O)cc2O)n(-c2ccccc2)n1
→ -3 | -8 | 0.1 | -15 | 5 | -4 | 5 | -3
- C=CCNC(=S)N/N=C/c1ccc(N(CC)Cc2ccccc2)cc1
→ -4 | 41 | -1.9 | 22 | 20 | 32 | -14 | 7
- Cn1c(=O)c2cc(S(=O)(=O)NCCC(=O)N3CC=C(c4ccccc4)CC3)ccc2n(C)c1=O
→ -1 | 12 | 0.0 | 1 | 1 | 9 | 7 | 1
- Cc1ccc(NC(=O)CCC(=O)c2ccc(Cl)s2)nc1
→ -4 | -2 | 2.6 | 14 | -5 | 8 | -5 | 1
- CCn1ncc([N+](=O)[O-])c1C(=O)Nc1ccc(C)c(C)c1
→ -4 | 7 | 0.4 | -10 | 4 | 0 | -19 | -4
- O=C(N/N=C/c1cccc(O)c1)c1ccc(-n2cnnn2)cc1
→ -1 | 12 | 0.0 | -32 | 14 | 11 | 2 | 3
- Cc1occc1C(=O)NCCCc1ccccc1
→ -3 | 9 | 3.1 | 9 | 10 | -10 | -16 | 0
